# Screening data as filed in PubChem.
# PAFAH1B3 FP inh = PAFAH1B3 enzyme inhibitors, primary screen, biochemical, fluorescence polarization, human; Platelet-activating factor acetylhydrolase IB subunit alpha1 (Homo sapiens), Q15102; recombinant PAFAH1B3, FP-rhodamine probe; inhibition, % at 3.39 µM; 0.28% of 340,000 active; AID 492972, 2010;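 active = inhibition above the screen-wide average of all tested compounds plus 3 SD, cut at about 25% in these data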;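 note: 0% = enzyme with DMSO only and 100% = wells lacking PAFAH1B3 protein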
# GSTO1 counter = inhibitors of recombinant GSTO1, primary screen, counter-screen for RBBP9 inhibitor project, biochemical, fluorescence polarization; Glutathione S-transferase omega-1 (Homo sapiens), P78417; activity-based probe fluorescence polarization; inhibition, % at 5.96 µM; 1.1% of 300,000 active; AID 1974, 2009;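 active = inhibition above the campaign mean inhibition plus 3 SD, cut at about 35% in these data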;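 note: 0% = GSTO1-1 with DMSO and 100% = wells lacking GSTO1-1 enzyme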
# Target sequence (P78417 whole entry, looked up): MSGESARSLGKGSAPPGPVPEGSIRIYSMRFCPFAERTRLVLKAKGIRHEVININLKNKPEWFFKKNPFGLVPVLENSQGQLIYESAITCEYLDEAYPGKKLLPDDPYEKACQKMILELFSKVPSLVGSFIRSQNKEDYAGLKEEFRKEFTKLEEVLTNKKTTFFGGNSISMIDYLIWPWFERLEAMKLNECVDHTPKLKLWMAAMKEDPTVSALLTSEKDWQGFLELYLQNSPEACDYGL
# EBNA-1 inh = EBNA-1 DNA-binding inhibitors, primary screen, biochemical, fluorescence polarization | inhibition, % at 14.8 µM | 0.34% of 300,000 active | AID 1950, 2009; in the data active = inhibition above about 28%
# ZTA counter = counter-screen for EBNA-1 inhibitors: inhibitors of Epstein-Barr virus ZTA | 0.15% of 320,000 active | inhibition, % at 11 µM | ZTA-DNA binding, fluorescence polarization | AID 2234 | P03206; in the data active = inhibition above about 33%
# Target sequence (P03206 whole entry, looked up): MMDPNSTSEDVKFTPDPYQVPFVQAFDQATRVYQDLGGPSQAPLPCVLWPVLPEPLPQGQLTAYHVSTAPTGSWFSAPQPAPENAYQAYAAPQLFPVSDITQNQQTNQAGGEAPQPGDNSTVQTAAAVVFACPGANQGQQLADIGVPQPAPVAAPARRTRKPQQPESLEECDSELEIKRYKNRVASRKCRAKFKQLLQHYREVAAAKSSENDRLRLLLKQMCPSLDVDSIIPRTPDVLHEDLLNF
# LYPLA2 counter = LYPLA2 inhibitors, primary screen, counter-screen for PME1 inhibitor project, biochemical, fluorescence polarization, FP-Rh probe ABPP. inhibition, % at 5.9 µM. 0.38% of 320,000 active. recombinant LYPLA2. AID 2177, 2009. Acyl-protein thioesterase 2 (Homo sapiens), O95372;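 active = inhibition above the screen-wide mean plus 3 SD, limit set per campaign, cut at about 26% in these data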;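 note: 0% = LYPLA2 with DMSO and 100% = wells lacking LYPLA2 enzyme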
# Target sequence (O95372 whole entry, looked up): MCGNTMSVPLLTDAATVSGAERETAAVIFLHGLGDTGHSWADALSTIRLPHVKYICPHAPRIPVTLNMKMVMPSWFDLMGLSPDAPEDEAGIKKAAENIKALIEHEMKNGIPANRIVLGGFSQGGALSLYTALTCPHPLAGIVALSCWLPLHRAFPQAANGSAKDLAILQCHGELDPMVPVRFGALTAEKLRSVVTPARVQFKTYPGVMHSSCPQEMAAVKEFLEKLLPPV
# PAFAH2 FP inh = PAFAH2 enzyme inhibitors, primary screen, biochemical, fluorescence polarization, human | recombinant PAFAH2, FP-rhodamine activity probe | inhibition, % at 3.39 µM | 0.99% of 340,000 active | Platelet-activating factor acetylhydrolase 2, cytoplasmic (Homo sapiens), Q99487;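 active = inhibition above the mean over all tested compounds plus 3 SD, cut at about 30% in these data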;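 note: inhibitors block probe labeling of enzyme so polarization drops; 0% = enzyme with DMSO and 100% = wells lacking PAFAH2 protein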
# PAD4 FP inh = human PAD4 inhibitors, primary screen, biochemical, fluorescence polarization, 1536-well format. recombinant PAD4, RCA probe fluorescence polarization. inhibition, % at 6.36 µM. 0.41% of 330,000 active. Protein-arginine deiminase type-4 (Homo sapiens), Q9UM07;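 active = percent inhibition above a cutoff equal to the mean of all tested compounds plus 3 SD, cut at about 15% in these data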;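 note: 0% = PAD4 with RCA probe and DMSO and 100% = probe without PAD4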
# LYPLA1 inh = LYPLA1 inhibitors, primary screen, counter-screen for PME1 inhibitor project, biochemical, fluorescence polarization, FP-Rh probe ABPP. Acyl-protein thioesterase 1 (Homo sapiens), O75608. recombinant LYPLA1. inhibition, % at 5.9 µM. 0.16% of 320,000 active. AID 2174, 2009;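 active = inhibition above the mean of all tested compounds plus 3 SD, set per campaign, cut at about 14% in these data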;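 note: inhibitors block serine hydrolase probe labeling of LYPLA1 so polarization falls; 0% = enzyme with DMSO and 100% = wells lacking LYPLA1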
# Target sequence (O75608 whole entry, looked up): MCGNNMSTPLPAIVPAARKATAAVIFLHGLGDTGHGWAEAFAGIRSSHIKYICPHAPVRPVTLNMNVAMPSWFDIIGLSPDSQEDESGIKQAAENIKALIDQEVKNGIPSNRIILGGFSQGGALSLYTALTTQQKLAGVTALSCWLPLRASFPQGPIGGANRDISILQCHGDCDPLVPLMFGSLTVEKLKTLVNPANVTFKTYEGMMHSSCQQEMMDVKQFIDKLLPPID
# PREPL inhibitor = PREPL enzyme inhibitors, primary screen, biochemical, fluorescence polarization; recombinant PREPL, fluorescence polarization activity-based probe; inhibition, % at 5.96 µM; 0.68% of 320,000 active; AID 2751, 2010; in the data active = inhibition above about 43%;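 note: 0% = enzyme with DMSO and 100% = wells lacking enzyme; many of its hits are not listed in these tables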
# Numbers without * were called inactive; . = no result given. The list is partial; count on the stated rates, not on these rows.
No.	Compound	PAFAH1B3 FP inh	GSTO1 counter	EBNA-1 inh	ZTA counter	LYPLA2 counter	PAFAH2 FP inh	PAD4 FP inh	LYPLA1 inh	PREPL inhibitor
1	COc1ccc(OC)c(/C=C/C(=O)N2CCN(S(=O)(=O)c3cc(C)ccc3C)CC2)c1	5	.	.	2	-2	8	3	-8	11
2	[2H]C([2H])(CCOS(N)(=O)=O)c1ccccc1	6	13	8	-10	4	8	2	1	4
3	COc1ccc(S(=O)(=O)N2CCC(NC(=O)c3cccnc3)CC2)cc1	-1	6	-6	-23	-1	8	1	1	9
4	O=C(NCc1ccncc1)C(=O)NCC1OCCN1S(=O)(=O)c1cc(F)ccc1F (stereo unspecified)	-4	-4	-11	-13	5	-1	-4	1	-5
5	COC(=O)c1c(NC(=S)Nc2cc(OC)c(Cl)cc2OC)sc2c1CCCCC2	-6	5	-4	-13	-1	11	-3	-1	9
6	CCOC(=O)CNC(=O)C(Cc1ccccc1)NS(=O)(=O)c1ccc2c(c1)CCC(=O)N2 (stereo unspecified)	5	1	13	-3	-3	-4	-2	-1	0
7	COC(=O)c1ccc2c(c1)NC(=O)c1ccccc1S2	5	7	13	12	-11	-2	-2	-3	-10
8	COc1ccc(Cl)cc1NC(=O)c1cc(-c2cc(C)ccc2O)n[nH]1	3	-7	2	19	-2	-1	-2	-2	10
9	O=C(Nc1ccccc1)c1cccc(S(=O)(=O)NC2CCCC2)c1	2	2	0	7	11	-2	-2	-1	0
10	COCCOC(=O)C1=C(C)NC(=O)NC1c1cccc2ccccc12 (stereo unspecified)	4	-6	-3	-19	3	2	-2	4	-3
11	Cc1ccc(C)c(Cn2c3ccccc3c3cnn(CC(=O)NCCCN4CCCCC4)c(=O)c32)c1	8	2	-14	5	-5	-4	-1	-5	-26
12	O=C1c2ccccc2-c2c1cccc2C(=O)N1CCCCC1	6	-4	-3	-10	1	-12	4	5	1
13	Cc1cc(C)c(C(=O)CSc2n[nH]c(=O)n2C2CC2)cc1C	-1	4	-4	-1	-5	-9	-2	-4	19
14	CCc1ccccc1NC(=O)CNC(=O)CCc1nc2sc3c(c2c(=O)[nH]1)CCCC3	4	0	-3	-16	-2	11	-4	-3	22
15	Cc1noc(C)c1S(=O)(=O)Nc1ccc2c(c1)CC(=O)N([C@H](C)CO)C[C@H](C)[C@@H](CN(C)CC1CC1)O2	7	.	.	.	.	3	-1	.	21
16	O=C(Nc1ccc2nc(-c3cccnc3)[nH]c2c1)C12CC3CC(CC(C3)C1)C2	5	-12	0	-3	-4	11	1	-9	6
17	O=C(CSc1ccccn1)N/N=C/c1c[nH]c2ccccc12	5	4	2	0	2	8	-4	2	13
18	O=C(Nc1ccc(C(=O)O)cc1)/C(=C\c1ccco1)NC(=O)c1ccccc1Cl	-2	10	-13	23	-4	1	0	-6	11
19	O=C(Nc1nc(-c2ccncc2)cs1)C1COc2ccccc2O1 (stereo unspecified)	7	-5	-8	0	-1	1	-3	-2	-10
20	O=C(COC(=O)C1CC2C=CC1C2)Nc1cccc(S(=O)(=O)N2CCCCC2)c1 (stereo unspecified)	-2	-5	-6	8	8	53*	-6	16*	-9
21	Cc1cc(C)cc(N2C(=O)CSC2c2ccccn2)c1 (stereo unspecified)	0	7	-11	8	1	-5	1	7	1
22	O=C(CCc1c[nH]c2ccccc12)NCC1COc2ccccc2O1 (stereo unspecified)	9	2	8	-1	-3	3	-1	4	29
23	O=C(O)c1cccc(CSc2nnc(Cc3ccccc3)o2)c1	3	5	1	-6	4	-11	-2	0	12
24	O=C(Nc1cccc(-c2nn[nH]n2)c1)c1csc2c1CCCC2	1	-10	-6	-9	6	-4	3	-3	1
25	C=CCOc1ccc2ccccc2c1CNn1c(C)n[nH]c1=S	7	-5	-5	-3	6	-5	4	3	1
26	COc1ccc(OC)c(-n2nnnc2SCC(=O)O)c1	6	1	7	2	9	3	-2	4	-1
27	Cc1ccccc1C(=O)c1cccn1CC(=O)NCc1ccccc1	4	14	2	-17	1	9	-1	-2	-5
28	CC#CC(=O)N1CCC(CCc2ccccc2)(C(=O)OCC)CC1	12	3	-2	-1	-1	1	-5	-2	-10
29	COC(=O)c1c(C)cc(OC(C)=O)c(C)c1OC(C)=O	-4	7	-15	7	-4	15	0	-1	9
30	O=C(COc1ccc(N2C(=O)c3ccccc3C2=O)cc1)c1ccccc1	-3	-2	-6	7	4	3	5	0	10
31	NS(=O)(=O)c1cccc(NC(=O)c2cccs2)c1	1	-3	6	-5	9	-5	3	1	-10
32	COc1ccc(NC(=O)COC(=O)Cn2nnc3ccccc32)cc1	2	-9	-2	17	1	-4	-4	-4	2
33	Cc1ccc(/C=N/NC(=O)CNC(=O)c2cccc([N+](=O)[O-])c2C)o1	4	9	-9	12	4	5	-3	2	8
34	O=C(Nc1ccc(Cl)cc1)Nc1ccc(Cl)c(Cl)c1	.	.	.	10	-34	.	-12	-22	5
35	O=C(Nc1cc(Cl)ccc1Cl)c1noc2c1CCCC2	3	-2	4	-9	1	0	1	0	8
36	O=C(CC1CCCC1)NCCc1cn2ccccc2n1	-6	0	-17	-2	3	-3	-5	-3	3
37	COc1ccc(CNC(=O)CC(C)c2ccccc2)cc1 (stereo unspecified)	4	3	-5	4	-6	5	-5	-1	-2
38	Cc1cc(C)n(-c2nc(SCCN(C)C)c3c4c(sc3n2)COC(C)(C)C4)n1	2	-17	0	-3	-1	-1	-3	-3	-4
39	Cc1ccc(S(=O)(=O)NCCC(=O)O)cc1	-1	2	-2	-1	2	-3	1	-2	4
40	Cc1cc(C)cc(N(CC(=O)NC(C)(C)C)C(=O)CNC(=O)c2cccs2)c1	4	3	6	-1	-1	-4	-2	6	-1
41	CCOc1ccccc1C(=O)NCC(=O)Nc1ccc(-c2ccccc2)cc1	-1	2	4	-5	0	-7	1	-1	-5
42	O=C(COc1ncnc2c(Cl)cc(Cl)cc12)NCCC1=CCCCC1	3	0	0	4	-4	-3	-2	-2	-6
43	CCC1SC(CC)C(=O)N(CC(=O)NCCc2ccccc2)C1=O (stereo unspecified)	7	-9	8	8	-4	0	-1	-5	-1
44	CCS(=O)(=O)c1ccc2oc(=O)c(/C=C(\O)c3ccc(Cl)cc3)nc2c1	0	9	-15	-9	0	21	-2	4	19
45	Cc1onc(-c2c(Cl)cccc2Cl)c1C(=O)NC1C(=O)N2C1SC(C)(C)C2C(=O)O (stereo unspecified)	-5	-1	8	8	3	9	-3	-2	-2
46	CCOC(=O)C1=C(O)C(=O)N(CCCn2ccnc2)C1c1ccc(OC)cc1 (stereo unspecified)	.	5	-17	1	-12	.	-13	-7	-9
47	COCCn1ccc(O)c(Cc2ccccc2)c1=O	2	6	-13	-13	8	-5	-5	4	6
48	COc1ccc(NC(=O)Cn2cc(C#N)c3ccccc32)cc1	0	0	-3	6	2	1	-4	-3	0
49	Cc1cc(C(=O)N2CCN(Cc3ccc4c(c3)OCO4)CC2)on1	3	9	-6	-5	2	-2	2	-2	-3
50	COc1ccc(NC(=O)/C=C/c2ccccc2[N+](=O)[O-])c(OC)c1	14	1	2	12	8	-6	-1	-2	19

# Next part.
No.	Compound	PAFAH1B3 FP inh	GSTO1 counter	EBNA-1 inh	ZTA counter	LYPLA2 counter	PAFAH2 FP inh	PAD4 FP inh	LYPLA1 inh	PREPL inhibitor
51	CC(Sc1ncnc2sccc12)C(=O)Nc1ccc(C(N)=O)cc1 (stereo unspecified)	4	0	1	6	0	4	0	0	-7
52	CCCCc1ccc(C(=O)NC(C(=O)O)C(C)C)cc1 (stereo unspecified)	9	4	5	12	2	2	-1	-1	13
53	CCOC(=O)c1ccccc1NS(=O)(=O)c1ccccc1F	2	-7	-11	-9	2	-7	-2	2	4
54	O=C(CCCCCNC(=O)N1CCn2c1nc1ccccc12)N[C@@H](C(=O)O)c1ccccc1	6	-3	3	12	6	-2	0	0	-1
55	CCc1nc(NCCO)c(C#N)c2c1CSC(C)(C)C2	-1	-5	-3	-13	2	-9	-4	-2	11
56	CC1(C)CC(=O)C2=C(C1)N(c1ccc(F)cc1)C(=O)CC2c1ccsc1 (stereo unspecified)	6	-1	-1	4	-5	-2	7	-2	13
57	CCOC(=O)C1=C(Cc2ccc(Cl)cc2)C(=O)c2ccccc2C1=O	-3	9	-7	-23	3	-3	-54	-3	16
58	COc1ccc2c(c1)NC(C)(C)C=C2C	7	20	11	23	3	20	4	-2	1
59	O=c1cc(-c2ccccc2)c2c(O)cc(O)cc2o1	6	25	5	8	4	1	-21	3	-1
60	C=CCNC(=O)/C(C#N)=C/c1ccc(C(=O)O)cc1	-2	-9	-2	7	9	2	-5	0	8
61	CCc1cc(-c2n[nH]c(=S)n2N)n(C)n1	5	2	2	15	-7	0	2	-2	1
62	Cc1ccc(S(=O)(=O)CCC(=O)OCC(=O)NC(C)c2ccccc2)cc1 (stereo unspecified)	4	.	.	-12	3	3	-5	1	11
63	N[C@H]1CONC1=O	.	2	5	-8	2	.	0	-1	-6
64	CCOC(=O)/C(C#N)=N/Nc1ccc(S(=O)(=O)N2CCc3ccccc32)cc1	10	-8	-8	-4	0	0	-3	0	4
65	Cc1ccc(NC(=O)COC(=O)COc2ccc3ccc(=O)oc3c2)cc1[N+](=O)[O-]	9	.	.	-13	5	0	2	1	19
66	Cc1cc(C)nc(N/N=C/C2=C(O)CC(c3ccccc3)CC2=O)n1 (stereo unspecified)	.	3	7	15	2	.	1	2	9
67	N#CCCn1cc(C(=O)CN2C(=O)NC3(CCCCCC3)C2=O)c2ccccc21	-3	.	.	0	-2	2	0	-3	-7
68	Cc1cccc2sc(N(CCCN3CCOCC3)C(=O)CS(=O)(=O)c3ccc(F)cc3)nc12	-4	7	-3	0	2	1	4	1	-21
69	COc1cc(/C=N/N2CCN(Cc3ccccc3)CC2)cc(OC)c1OC(C)=O	17	0	4	22	-10	5	-2	-3	-18
70	CC(C)C(=O)c1cn(CC(=O)NCc2ccco2)c2ccccc12	6	1	-2	2	2	-2	-6	-1	4
71	CCOC(=O)c1[nH]c2ccc(OC)cc2c1NC(=S)N1CCN(c2cccc(Cl)c2)CC1	5	-4	23	5	2	-1	1	-3	40
72	CC(=O)c1ccc(NC(=O)CN2CCCC2)cc1	-7	0	0	4	4	-2	-2	0	-5
73	Cn1ncc([N+](=O)[O-])c1C(=O)N/N=C/c1ccc(F)cc1	4	5	-11	6	-2	-5	5	-3	-3
74	CC(Sc1ccc2ccccc2c1)C(=O)NC(N)=O (stereo unspecified)	2	-1	8	6	-3	-5	-4	2	-10
75	O=C(Nc1ncnc2c1ncn2C1OC(COC(=O)c2ccccc2)C(F)C1O)c1ccccc1 (stereo unspecified)	2	4	8	-5	18	1	1	2	-2
76	O=C(NCC1CCCO1)/C(=C/c1ccccc1F)NC(=O)c1ccccc1 (stereo unspecified)	-3	9	-6	0	-1	10	-2	-3	-3
77	CCCCNC(=O)N1CCN(C(=O)c2ccco2)CC1	0	-2	3	-5	0	2	-3	0	-5
78	O=C(COc1ccc2c(-c3ccccc3)cc(=O)oc2c1)NCc1ccccn1	7	-7	1	-7	13	5	3	1	-13
79	Cc1c(NS(=O)(=O)c2ccc3[nH]c(=O)[nH]c3c2)c(=O)n(-c2ccccc2)n1C	4	6	-5	-14	5	1	2	3	16
